Bioassay records deposited in PubChem BioAssay by National Center for Advancing Translational Sciences (NCATS).
FEN1 inhibitor: blocks human flap endonuclease 1; Potency, µM (series often up to 114 µM), for the others: top-dose activity change, negative = inhibition, most hits filed as inhibitors; Recombinant FEN1 flap cleavage, fluorescence, 15 min; AID 588795; 0.35% of 390,000 active; active means well fitted inhibition curve with a large enough effect; inconclusive means small, poorly fitted or top-dose-only effect; inactive means no such curve, though single readings can be large or run the other way; further: nearly all actives have a fitted effect of over 65% in size
Target sequence (P39748 whole entry, looked up): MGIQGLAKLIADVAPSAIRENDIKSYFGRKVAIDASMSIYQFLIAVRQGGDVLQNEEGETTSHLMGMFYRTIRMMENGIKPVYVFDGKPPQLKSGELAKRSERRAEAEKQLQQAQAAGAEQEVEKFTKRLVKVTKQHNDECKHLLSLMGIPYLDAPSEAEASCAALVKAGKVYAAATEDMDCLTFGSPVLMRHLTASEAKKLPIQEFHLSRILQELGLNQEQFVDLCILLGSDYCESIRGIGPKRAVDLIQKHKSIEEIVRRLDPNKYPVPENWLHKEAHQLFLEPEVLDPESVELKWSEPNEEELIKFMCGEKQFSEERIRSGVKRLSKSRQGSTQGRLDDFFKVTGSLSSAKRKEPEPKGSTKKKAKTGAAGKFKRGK
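Compounds are tested as a concentration series against 10 nM FEN1; after a 15 min room-temperature preincubation, 50 nM substrate starts cleavage, with plate reads at 0 and 15 min. Normalized responses are fitted by a Hill equation.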
* hit, by the source's call; & = joins results of further samples. On the % scale 0 is the no-effect control and ±100 the full control effect; potency means the concentration at half of the fitted maximal effect. Not all compounds are listed, so the mix of outcomes need not match the whole.

`Cc1cc2nnc(SCC(=O)NCc3ccco3)n2c2ccccc12` gave FEN1 inhibitor -6%.
Screening Cc1ccc(Cl)cc1-n1c(CCC(=O)O)ccc1-c1cccs1 returned FEN1 inhibitor -11%.
Cc1ccc(OC(C)C(=O)N2CCN(c3ccccn3)CC2)cc1 (stereo not drawn) was read as FEN1 inhibitor 3%.
CC1Cc2ccccc2N1C(=O)c1ccc2c(c1)OCO2 (stereo not drawn) was read as FEN1 inhibitor 14%.
`CN(C)c1ccc(/C=C2\C=Nc3ccccc32)cc1` gave FEN1 inhibitor -9%.
`O=c1[nH]c(=S)n(-c2ccc(Br)cc2)c2ncccc12` gave FEN1 inhibitor -7%.
For CCN1C[C@@H]2[C@@H]3C(=O)N(C)C(=O)[C@@H]3[C@](CC)(C1=O)N2C(=O)c1ccc(C)cc1 the results were FEN1 inhibitor 1%.
O=S(=O)(Oc1ccccc1)c1ccc(Cl)c(Cl)c1 was read as FEN1 inhibitor -13%.
COc1cc2c(cc1OC)C(C(N)=O)NCC2 (stereo not drawn) was read as FEN1 inhibitor -9%.
Screening COc1ccc(-c2oc3ncn4nc(COc5cccc(C)c5C)nc4c3c2-c2ccc(OC)cc2)cc1 returned FEN1 inhibitor 18%.
CCCCNc1nc(Cl)nc(Nc2ccc(C)cc2)n1 was read as FEN1 inhibitor 7%.
Nc1cc2cccnc2cc1Cl was read as FEN1 inhibitor 11%.
Screening CCOCCc1nn2c(=O)cc(COC(=O)c3cccc(C)c3)nc2s1 returned FEN1 inhibitor -3%.
`CC[C@H](C)[C@H]1CNC(=O)C(=O)N1CC1CCN(CCc2ccc(Cl)c(Cl)c2)CC1` gave FEN1 inhibitor 13%.
Cc1ccc(S(=O)(=O)c2nc(-c3ccccc3F)oc2N2CCCCC2)cc1 was read as FEN1 inhibitor -11%.
`O=c1cc(-c2ccc(F)cc2)oc2ccccc12` gave FEN1 inhibitor -11%.
`OCC1(CO)CC2(C1)CC(CO)(CO)C2` gave FEN1 inhibitor -4%.
Screening CCCCSc1n[nH]c(=S)c2nc[nH]c12 returned FEN1 inhibitor 10%.
Screening O=C(CNC1=NCCS1)c1c[nH]c2ccccc12 returned FEN1 inhibitor -10%.
`Cc1ccc(-c2nnc(Nc3ccc(F)cc3)c3ccccc23)cc1S(=O)(=O)N1CCN(C)CC1` gave FEN1 inhibitor -17%.
COC(=O)c1sc(NC(=O)c2ccc3c(c2)OCO3)c(C#N)c1C was read as FEN1 inhibitor 1%.
Screening C=CCNc1nc(NC2CCN(C)CC2)c2cc(OC)c(OC)cc2n1 returned FEN1 inhibitor inconclusive.
Screening O=C1c2ccccc2CCc2ccccc21 returned FEN1 inhibitor 6%.
`O=C(Nc1nc2n(n1)C(c1ccccc1)C=C(c1ccccc1)N2)c1ccccc1` (stereo not drawn) gave FEN1 inhibitor 9%.
For CC1CC(C(=O)Nc2ccccc2)C(=O)O1 (stereo not drawn) the results were FEN1 inhibitor 1%.
Screening COc1ccccc1N1CCN(CCCN2C(=O)C3CCCN3C2=O)CC1 (stereo not drawn) returned FEN1 inhibitor -5%.
For S=C(CN1CCCC1=S)N1CCOCC1 the results were FEN1 inhibitor 4%.
Screening COc1cccc(C=CC(=O)C=CC=Cc2ccccc2)c1 returned FEN1 inhibitor -13%.
NCCCN(Cc1ccccc1)c1ccc(Br)cn1 was read as FEN1 inhibitor -5%.
Screening COc1ccc(S(=O)(=O)N(C)C[C@H]2Oc3c(NC(=O)Nc4ccccc4)cccc3C(=O)N([C@H](C)CO)C[C@@H]2C)cc1 returned FEN1 inhibitor -1%.
Screening Cn1ncc2c(N)nc(NCCO)nc21 returned FEN1 inhibitor 0%.
Screening O/N=C(/C[n+]1cccc(Br)c1)c1ccc2ccccc2c1 returned FEN1 inhibitor -10%.
Screening CCCC1SCC(C)(C)NC1=O (stereo not drawn) returned FEN1 inhibitor 2%.
Screening NC(=S)N=Nc1c(O)cc(O)c2[nH]c(=O)ccc12 returned FEN1 inhibitor 13µM*.
For NC(=O)Cn1c(S(=O)(=O)Cc2ccccc2)nc2ccccc21 the results were FEN1 inhibitor -4%.
Cn1c(=O)c2[nH]c(CCCCCc3nc4ccccc4[nH]3)nc2n(C)c1=O was read as FEN1 inhibitor 5%.
For CCCC(=O)NC(=S)Nc1ccc(S(=O)(=O)N2CCc3ccccc32)cc1 the results were FEN1 inhibitor -13%.
Screening O=C1[C@H](Cc2ccccc2)NCCCC[C@H](c2ccc(Cl)cc2)N1Cc1ccccc1 returned FEN1 inhibitor -15%&-26%.
For O=C(Nc1ccc2c(c1)[nH]c(=O)c1ccccc12)C(F)(F)F the results were FEN1 inhibitor 6%.
`OC(CCN1CC2CCC(CC2)C1)(Cc1ccccc1)c1ccco1` (stereo not drawn) gave FEN1 inhibitor 3%.
For CC(C)CC1C(=O)N(Cc2cn(CC3CCCCC3)nn2)CCS(=O)(=O)N1Cc1ccc(-c2cccc(C#N)c2)cc1 (stereo not drawn) the results were FEN1 inhibitor -3%.
Screening Cn1c(SCc2ccccc2)nc(N)c(N=O)c1=O returned FEN1 inhibitor -3%.
`O=C1C=C(C2CCCCC2)C(=O)c2ccccc21` gave FEN1 inhibitor -4%.
O=C(Nc1ccccc1)Nc1ccc(O)c2ccccc12 was read as FEN1 inhibitor -16%.
For CN(CC1COc2ccccc2O1)C(=S)Nc1ccccc1 (stereo not drawn) the results were FEN1 inhibitor -10%.
Screening Cc1csc[n+]1CC(=O)c1ccccc1 returned FEN1 inhibitor 5%.
Screening CCc1ccc(C(=O)CC2(O)C(=O)N(Cc3ccc(C)cc3)c3ccccc32)cc1 (stereo not drawn) returned FEN1 inhibitor inconclusive.
`COC(=O)c1cc2c(ccc3ccccc32)oc1=O` gave FEN1 inhibitor inconclusive.
COc1cccc(C(=O)Nc2cc(S(=O)(=O)N3CCOCC3)ccc2N2CCOCC2)c1 was read as FEN1 inhibitor -13%.
`O=c1[nH]nc(-c2ccccc2)cc1-c1ccccc1` gave FEN1 inhibitor -6%.
Screening CC(Nc1ccc([N+](=O)[O-])cc1[N+](=O)[O-])c1ccccc1 (stereo not drawn) returned FEN1 inhibitor -16%.
Screening Cc1ccccc1-c1nnc(-c2cccc3ccccc23)o1 returned FEN1 inhibitor 0%.
For CC(Nc1nc(-c2ccc(F)cc2)cs1)c1nc2cc(Cl)c(N3CCCCC3)cc2n1CCOCCO (stereo not drawn) the results were FEN1 inhibitor -26%.
O=C(COC(=O)c1c2c(nc3ccccc13)/C(=C\c1ccco1)CC2)NC1CCCC1 was read as FEN1 inhibitor inconclusive.
N#C[C@H]1C(O)C(O)c2ccccc2N1C(=O)c1ccccc1 (stereo partly drawn) was read as FEN1 inhibitor 16%.
COc1ccc(CCNC(=O)c2cnn3c2NC(=C2CC2)C=C3C(F)F)cc1OC was read as FEN1 inhibitor -20%.
`COc1ccccc1C(CNC(=O)c1cccc(S(=O)(=O)N2CCCc3ccccc32)c1)N(C)C` (stereo not drawn) gave FEN1 inhibitor -15%.
`CN(C)c1cc2c3ccccc3n(C)c2cc1N` gave FEN1 inhibitor 3%.
CC12CCC(C(=O)CC1=O)C2(C)C (stereo not drawn) was read as FEN1 inhibitor -1%.
For N=c1ccn(O)cc1CCc1ccccc1 the results were FEN1 inhibitor 0%.
CCCN(CC(=O)Nc1ccccc1C)C(=O)c1cnc(C)cn1 was read as FEN1 inhibitor 1%.
For COc1ccc(S(=O)(=O)N2CCCCC2)cc1NC(=O)c1cccc(S(=O)(=O)N2CCOCC2)c1 the results were FEN1 inhibitor 8%.
For O=C(NC1CCCC1)c1ccc2c(c1)S(=O)(=O)c1ccccc1C2=O the results were FEN1 inhibitor 8%.
Screening O=C1NC[C@H](Cc2ccccc2)N(C[C@H]2CCCN2C[C@H](Cc2ccccc2)N2C[C@H](Cc3ccccc3)N(CC3CCCCC3)C(=O)C2=O)C1=O returned FEN1 inhibitor -17%.
`Cc1ccc(-c2csc(N)n2)cc1` gave FEN1 inhibitor -1%.
`COc1ccc(-c2nnc(COc3ccc(Br)cc3C)o2)cc1` gave FEN1 inhibitor -13%.
For Cc1ccccc1Oc1nc2c(c(=O)n(C)c(=O)n2C)n1Cc1ccc(Br)cc1 the results were FEN1 inhibitor 5%.
Screening CCN(CC(=O)Nc1ccc(NC(C)=O)cc1)C(=O)c1ccc(N2C(=O)c3ccccc3C2=O)cc1 returned FEN1 inhibitor 4%.
Screening COc1ccc(NC(=O)CSc2nnc3c(n2)[nH]c2ccc(S(=O)(=O)N(C)C)cc23)c(OC)c1 returned FEN1 inhibitor -23%.
COc1ccc(C(=O)Nc2ccc3oc(-c4cccnc4)nc3c2)cc1 was read as FEN1 inhibitor 6%.
Screening O=C(NCCCN1CCOCC1)c1cccc(NC(=O)c2ccccc2)c1 returned FEN1 inhibitor -4%.
For COc1cccc(CNC[C@H]2O[C@@H](n3cnc(C(N)=O)n3)[C@H](O)[C@@H]2O)c1OCc1ccc(F)cc1Cl the results were FEN1 inhibitor -13%.
For O=C(Nc1ccccc1)c1ccc(CN2CCC(Cc3ccccc3)CC2)cc1 the results were FEN1 inhibitor 11%.
Cc1cc(C=Nc2ccc(/C=C/c3ccnc4ccccc34)cc2)ccc1N(C)C was read as FEN1 inhibitor -5%.
Screening CC(=O)c1c(C)[nH]c2ccc(OCC(O)CNCCc3ccccc3)cc12 (stereo not drawn) returned FEN1 inhibitor 1%.
For Cc1nc2ncnn2c(Nc2ccc3c(c2)OCCO3)c1C the results were FEN1 inhibitor -6%.
CCOC(=O)C[C@H]1c2ccccc2S(=O)(=O)N1c1cccc(OC)c1 was read as FEN1 inhibitor -1%&-10%.
`C=C(C)CNC(=O)c1ccc(OC2CCN(C(=O)COC)CC2)cc1` gave FEN1 inhibitor 17%.
For CCC(/C=C1\Oc2ccc(OC)cc2N1C)=C\c1sc2ccccc2[n+]1CCCS(=O)(=O)[O-] the results were FEN1 inhibitor 8%.
Screening Cn1c(=O)c(S(=O)C2CCCCC2)c(O)c2ccccc21 (stereo not drawn) returned FEN1 inhibitor 1%.
`CCOC(=O)[C@H](C)N1[C@H](C)[C@H](c2ccccc2)Oc2ccc(Cl)cc2S1(=O)=O` gave FEN1 inhibitor -6%.
CC(C)(C)OC(=O)N(Cc1ccccc1)Cc1cccc(OCc2cccc(NC(=O)c3ccccc3)c2)c1 was read as FEN1 inhibitor 3%.
Screening O=C(Nc1scc(-c2ccc(Br)cc2)c1C(=O)O)c1ccccc1F returned FEN1 inhibitor -1%.
For COc1ccc(CN2CC[C@H]3C=CC[C@@H](C(=O)Nc4ccc(Cl)cc4Cl)[C@H]3C2=O)cc1OC the results were FEN1 inhibitor 3%.
CCOc1ccc(C(=O)NCC(=O)NNC(=O)CN(C)S(=O)(=O)c2ccc(Cl)cc2)cc1OCC was read as FEN1 inhibitor 9%.
Screening CC(C)=CCC12Oc3cc(O)ccc3C1(O)Oc1cc(O)c([C@H]3C=C(C)CC(c4ccc(O)cc4O)[C@H]3C(=O)c3ccc(O)cc3O)c(O)c1C2=O (stereo partly drawn) returned FEN1 inhibitor -33%.
O=C(COC(=O)Cc1cccc(C(F)(F)F)c1)NCc1ccco1 was read as FEN1 inhibitor 3%.
For CC(C)N1CCN(c2ccc(OCC3COC(Cn4cncn4)(c4ccc(Cl)cc4Cl)O3)cc2)CC1 (stereo not drawn) the results were FEN1 inhibitor -1%.
Screening CN(Nc1cccc(Cl)c1)c1cccc(Cl)c1 returned FEN1 inhibitor -10%.
`COc1ccc2oc(=O)c(C(=O)Nc3cccc(C(=O)O)c3)cc2c1` gave FEN1 inhibitor 4%.
COc1ccc(S(=O)(=O)N(CC(=O)N(C)Cc2ccccc2)c2ccc(Cl)cc2)cc1 was read as FEN1 inhibitor -5%.
`Cc1cc(=O)n(C(C)Cc2ccccc2)n1C(C)Cc1ccccc1` (stereo not drawn) gave FEN1 inhibitor 2%.
COc1ccc(COC(=O)CCc2c[nH]c3ccccc23)cc1F was read as FEN1 inhibitor -7%.
Screening CSC1=NCCN1C(=O)C(C)(C)Oc1ccc(Cl)cc1 returned FEN1 inhibitor 3%.
Screening COc1ccccc1N1CCN(CC(=O)Nc2cc(C)nn2-c2nc(C)cc(C)n2)CC1 returned FEN1 inhibitor 3%.
`CCN(CC)C(=O)n1nc(C)c(CN2C(=O)c3ccccc3C2=O)c1C` gave FEN1 inhibitor 5%.
CCCCn1c(N)c(N(Cc2ccccc2OC)C(=O)C(C)Oc2ccc(Br)cc2)c(=O)[nH]c1=O (stereo not drawn) was read as FEN1 inhibitor -1%.
Screening CC(C)C[C@@H](CNCC(=O)[C@H](CC(=O)O)NC(=O)c1[nH]cnc1C(=O)N[C@H](CN)CC(C)C)NC(=O)c1nc[nH]c1C(=O)N[C@@H](Cc1ccccc1)C(=O)O returned FEN1 inhibitor -6%.
Screening O=C(Nc1ccc(S(=O)(=O)O)cc1)c1ccc2c(c1)S(=O)(=O)c1ccccc1C2=O returned FEN1 inhibitor 45µM*.
`CCn1cnc2cc(NC(=O)COc3ccc(C)cc3)ccc21` gave FEN1 inhibitor -14%.
